GRP78 ERSR act: ER stress response induction in glioma. U87-MG GRP78 promoter luciferase reporter, 16 h. Potency, µM, without a hit: at the highest dose activation, most hits filed as activators. 0.02% of 420,000 active; also: potency is read from the fitted curve at half-maximal effect; series mostly up to about 76 µM; % of control where 0% means no effect; nearly all actives have a fitted effect of over 35% in size
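Stably transfected U87-MG glioma cells carrying a GRP78-based luciferase sensor; 16 h compound incubation. Luminescence end-point read 10 min after Bright-Glo addition at room temperature.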
LDHA inh: LDHA (human) enzyme inhibition | P00338 | purified LDHA, NADH/diaphorase-resazurin fluorescence; hits give low values | activity change, % (values are at about 110 or 230 µM) | 0.15% of 480,000 active; in the data active = activity change below about -30%; inconclusive = mostly about -25% to -30%;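 also: plate controls were DMSO wells for no effect and wells without enzyme for full effect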
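Human LDH5 at 2 nM final in Tris HCl pH 7.4 with 0.06 mM NADH and 0.2 mM pyruvate, reacted 5 minutes at room temperature. Remaining NADH coupled via diaphorase/resazurin; resorufin fluorescence read at 0 and 20 minutes, normalized to enzyme-free and DMSO wells.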
RXFP1 ag: RXFP1 (human) receptor agonism. Q9HBX9. Potency, µM (top dose mostly 57.5 µM), for the others: at the highest dose activation, hits mostly activators. 0.3% of 370,000 active. HEK293T-RXFP1 cAMP TR-FRET, 30 min; response scale: percent of porcine relaxin response, buffer zero; also: potency is read from the fitted curve at half-maximal effect; % is scaled to controls: 0 for no effect and ±100 for the full control effect; nearly all actives have a fitted effect of over 60% in size; many of its hits are not listed in these tables
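cAMP rise read by TR-FRET after 30 min, 37C compound exposure (up to 58 uM) in RXFP1-transfected HEK293 cells with Ro 20174 present. EC50 from Hill-equation fits, with 29 nM porcine relaxin as 100% and buffer as basal.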
Vif-A3G inh: inhibitors of Vif-APOBEC3G interaction; Q9HC16; HeLa A3G-eYFP + Vif (tagged APOBEC3G with the HIV-1 protein that degrades it), YFP fluorescence, overnight; AID 602310; Potency, µM (highest dose often 46.1 µM), inactives show at the highest dose activity, negative = active, actives largely listed as inhibitors; 0.076% of 410,000 active;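 also: potency is read from the fitted curve at half-maximal effect; % is scaled to controls: 0 for no effect and ±100 for the full control effect; nearly all actives have a fitted effect of over 60% in size; hits raise eYFP signal because A3G escapes Vif-driven loss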
Target sequence (Q9HC16 whole entry, looked up): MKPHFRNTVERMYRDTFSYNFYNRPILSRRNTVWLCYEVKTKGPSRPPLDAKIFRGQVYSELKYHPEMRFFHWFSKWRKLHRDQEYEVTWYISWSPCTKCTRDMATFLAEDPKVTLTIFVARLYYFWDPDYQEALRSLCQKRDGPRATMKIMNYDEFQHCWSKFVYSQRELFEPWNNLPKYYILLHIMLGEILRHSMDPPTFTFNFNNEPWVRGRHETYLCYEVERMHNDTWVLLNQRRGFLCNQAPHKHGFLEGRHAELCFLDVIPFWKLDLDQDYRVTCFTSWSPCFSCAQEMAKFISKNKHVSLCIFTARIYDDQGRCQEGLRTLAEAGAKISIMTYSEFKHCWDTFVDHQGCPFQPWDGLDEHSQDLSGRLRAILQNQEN
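Read-out is eYFP fluorescence (Ex 488/Em 500-530) from Vif-expressing HeLa A3G-eYFP cells; more signal means A3G escaped Vif-mediated degradation. Cells plated overnight, compound pinned in, incubated overnight at 37 deg C.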
D1 antag: blocks dopamine activation of the human D1 receptor | HEK293 TREx D1 cells, calcium flux, dopamine EC80; hits give low values | activity change, negative = inhibition, % at 10 µM | 3.2% of 360,000 active | AID 504652; in the data active = activity change below about -30%; also: % is scaled to controls: 0 for no effect and ±100 for the full control effect
Target sequence (P21728 whole entry, looked up): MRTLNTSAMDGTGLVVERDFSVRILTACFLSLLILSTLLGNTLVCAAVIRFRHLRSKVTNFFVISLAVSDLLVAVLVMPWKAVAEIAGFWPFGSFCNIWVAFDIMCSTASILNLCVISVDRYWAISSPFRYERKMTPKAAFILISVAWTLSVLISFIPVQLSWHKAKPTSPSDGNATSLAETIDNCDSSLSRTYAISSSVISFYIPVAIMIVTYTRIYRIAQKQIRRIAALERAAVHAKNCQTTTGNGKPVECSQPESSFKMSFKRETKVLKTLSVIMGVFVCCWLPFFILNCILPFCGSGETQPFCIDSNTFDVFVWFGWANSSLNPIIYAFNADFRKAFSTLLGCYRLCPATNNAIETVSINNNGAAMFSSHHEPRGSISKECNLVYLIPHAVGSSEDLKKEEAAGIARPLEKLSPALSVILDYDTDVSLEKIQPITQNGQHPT
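Compound effects on dopamine-evoked calcium signalling were measured in tetracycline-induced HEK293 Trex D1 cells. Dopamine at EC80 followed a 180 s compound pre-read, and fluorescence was tracked kinetically for 180 s more.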
D1 potentiator: enhances dopamine response at the human D1 receptor; P21728; HEK293 TREx D1 cells, calcium flux, dopamine EC20 potentiation; potentiation, % at 10 µM; 0.036% of 360,000 active; in the data active = potentiation above about 30%; also: 0% is about no effect
Vif-A3F inh: blocks the Vif interaction with APOBEC3F | Potency, µM (series often up to 46.1 µM), without a hit: top-dose activity, negative = active | 0.2% of 390,000 active | HeLa A3F-eYFP + Vif (tagged APOBEC3F with the HIV-1 protein that degrades it), YFP fluorescence increase; also: potency is read from the fitted curve at half-maximal effect; % of control where 0% means no effect; nearly all actives have a fitted effect of over 65% in size
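Fluorescence increase (Ex 488/Em 500-530) after overnight compound treatment at 37 deg C flags inhibition of Vif-driven A3F-eYFP loss in stable HeLa A3F-eYFP/Vif cells seeded overnight beforehand.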
D1 ag: agonists of human D1 dopamine receptor. activation, % at 2 µM. HEK293 T-REx D1 cells, calcium flux, agonist mode. 1% of 360,000 active. AID 504660; in the data active = activation above about 30%; also: 0% is about no effect
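Tetracycline-induced HEK293 TREx D1 cells, force-coupled to calcium signalling, were dye-loaded with a no-wash calcium kit. Compound was pin-added after a 10 s baseline. Fluorescence was read kinetically at 1 cycle/s for 180 s, with calcium rises flagged as agonism.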
D2 PAM: D2 dopamine receptor (human) potentiation; P14416; potentiation, % at 10 µM; AID 485347; HEK293 T-REx D2, calcium flux, EC20 dopamine potentiation; 0.34% of 340,000 active;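 active = potentiation over 3 SD above the plate norm, cut at about 30% in these data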; also: 0% is about no effect
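Tetracycline-induced HEK293 T-REx cells force-coupled to calcium signalling expressed D2; compounds were pin-added after a 10 s baseline, read kinetically 180 s, then an EC20 dopamine challenge followed with a further 180 s calcium read.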
Starred values were filed as active, the others as inactive; ? = inconclusive; nt = no result given; & = joins results of further samples. Unless noted, calls follow the shape of the dose curve; as a rule, active = well fitted curve in the direction sought with a large enough effect; inconclusive = small, poorly fitted or top-dose-only effect, or another doubt; inactive = no such curve, though single readings can be large; an effect the other way counts as inactive or inconclusive. The list is partial (hit frequency here may not be typical).

| molecule | GRP78 ERSR act | LDHA inh | RXFP1 ag | Vif-A3G inh | D1 antag | D1 potentiator | Vif-A3F inh | D1 ag | D2 PAM |
| --- | --- | --- | --- | --- | --- | --- | --- | --- | --- |
| CCN(CC)C(=O)CC(c1cc(OC)c(OC)c(OC)c1)c1c(OC)cc(OC)c2c(-c3ccccc3)cc(=O)oc12 (centres undefined) | -2%&-5% | -1 | 1.7% | 2%&-6% | -100* | -9 | 1% | 2 | 2 |
| O=C(O)CCn1c(=O)sc2ccccc21 | 3% | -2 | -1.4% | 5% | 15 | -3 | -7% | 4 | -5 |
| CCOC(=O)CN1C(=O)N[C@@H](c2ccco2)C(C(C)=O)=C1C | -2% | 2 | nt | -2% | nt | nt | -9% | nt | nt |
| CC1=C(OC(=O)c2ccccc2)C(C)(C)C(c2ccccc2)OC1=O (centres undefined) | -6% | -7 | -0.7% | -6% | -38* | -6 | -3% | 1 | 1 |
| COc1ccccc1N(CC(=O)NCc1ccco1)S(C)(=O)=O | -2% | -2 | 0.2% | -2% | 4 | -2 | 0% | 4 | -7 |
| C[C@H](CO)N1C[C@H](C)[C@@H](CN(C)S(=O)(=O)c2cccs2)Oc2ccc(NC(=O)CCC(F)(F)F)cc2C1=O | -1% | -4 | nt | -3% | nt | nt | -4% | nt | nt |
| O=C(CCN1C(=O)C2C3C=CC(C3)C2C1=O)N1CCN(c2cccc(Cl)c2)CC1 (centres undefined) | -4% | -4 | -1.1% | -5% | 8 | -3 | -12% | 9 | 8 |
| CN1C(=O)/C(=C/c2cn(CC(=O)N3CCCCC3)c3ccccc23)c2ccccc21 | nt | nt | 1.9% | nt | nt | 0 | nt | 5 | 0 |
| Cc1cc(C)cc(N(CC(=O)N2CC=C(c3ccccc3)CC2)S(=O)(=O)c2c(C)noc2C)c1 | -6% | 2 | 0.1% | -1% | -1 | nt | -9% | 19 | 11 |
| CCc1ccc(-n2c(=O)c3c4c(sc3n(CC(=O)c3ccc(F)cc3)c2=O)CCC4)cc1 | -4% | 3 | 4.5% | 3% | -30 | -2 | -22% | 2 | 18 |
| COC(=O)C1=C(C)NC(C)=C(C(=O)OC)C1c1ccc(N(C)C)cc1 | -2% | 1 | 3.6% | 1% | 16 | -3 | 3% | -1 | 18 |
| Cc1ccc2c(c1)S/C(=C\c1cccc[n+]1C)N2CCO | -4% | -9 | -3.0% | -22% | 8 | 0 | ? | 2 | 3 |
| O=C(NCCC1=CCCCC1)c1cc(-c2ccncc2)nc2ccccc12 | 1% | -3 | 0.6% | -2% | -19 | -4 | -16% | 2 | -9 |
| CC(=O)c1ccc(/C=C/c2nc3ccccc3n2C)o1 | -6% | 1 | 25µM* | 2% | 6 | -4 | 17% | 2 | -4 |
| CCN1CCN(CC(=O)N2N=C(c3cccs3)CC2c2ccc(C)cc2)C(=O)C1=O (centres undefined) | 0% | -3 | 0.3% | -4% | 11 | -4 | -6% | 1 | -1 |
| CCCn1c2ccccc2c2cnn(CC(=O)NCCCN3CCCC(C)C3)c(=O)c21 (centres undefined) | -3% | -3 | 2.4% | 3% | 4 | 0 | -1% | 2 | -11 |
| CCCc1nnc(NC(=O)CCCC(=O)O)s1 | 2% | -5 | 0.3% | 1% | -3 | -5 | -5% | 1 | nt |
| CN(CC(=O)Nc1cccc(F)c1)C(=O)c1ccc(N2CCCCCC2)c([N+](=O)[O-])c1 | -2% | 0 | -1.5% | -1% | 1 | -3 | 5% | 8 | -5 |
| CC12CCC(=O)C=C1CCC1C2C(O)CC2(C)C1CCC2(O)C(=O)CO (centres undefined) | 0% | -3 | 2.5% | -1% | -3 | -4 | -1% | 1 | 22 |
| CC(C)NC(=O)C12CC3CC(C1)CC(n1cnc(Cl)n1)(C3)C2 | -6% | -8 | -0.1% | 1% | 4 | -3 | 0% | 1 | 1 |
| CC(=O)c1cccc(NC(=O)C(CC(C)C)NS(=O)(=O)c2ccc3c(c2)CCN3C(C)=O)c1 (centres undefined) | -2% | -6 | 1.0% | 3% | 0 | 4 | -1% | 1 | 3 |
| CN(c1ccc(C(=O)N2CCCCC2)cc1)S(=O)(=O)c1cccs1 | -4% | -3 | 0.1% | -1% | -15 | -4 | 1% | 10 | -4 |
| CC(C)c1ccc(C2NC(=O)NC3=C2CCc2ccccc23)cc1 (centres undefined) | 3% | 18 | 2.4% | -5% | -3 | 0 | 1% | 3 | 3 |
| CS(=O)(=O)N1CCN(c2ccccc2F)CC1 | -5% | 3 | 1.8% | -1% | 9 | 1 | 5% | 2 | -11 |
| COCc1cc(C)nc(SCC[N+](C)(C)CC(=O)Nc2cccc(C)c2)c1C#N | 5% | -8 | 0.6% | 1% | 7 | -2 | -6% | 2 | 2 |
| N#Cc1cc(C(=O)c2cc(Br)ccc2O)cn(C2CC2)c1=O | ? | -4 | 0.6% | -1% | 13 | -6 | 2% | 15 | 10 |
| OC(CN1CCCCC1)c1ccc(Br)cc1 (centres undefined) | -1% | -2 | nt | 7% | nt | nt | 0% | nt | nt |
| COc1cc(/C=C/C(=O)Nc2nc3ccc(S(=O)(=O)N(C)C)cc3s2)cc(OC)c1OC | -5% | -3 | 3.4% | -1% | -5 | 2 | -5% | 0 | 6 |
| CN1C(C(=O)NCC2CC2)CC2Cn3c(nc4ccccc43)C21 (centres undefined) | -3% | 0 | -0.1% | 2% | -11 | 2 | 3% | 1 | 1 |
| Cc1oc(-c2ccccc2F)nc1CN1CCC(C(=O)NC2CCCCCCC2)CC1 | -5% | -1 | -2.5% | -2% | -4 | 4 | -13% | 4 | 2 |

Further records
Value order: GRP78 ERSR act | LDHA inh | RXFP1 ag | Vif-A3G inh | D1 antag | D1 potentiator | Vif-A3F inh | D1 ag | D2 PAM
Cc1oc(-c2ccccc2)cc1C(=O)Nc1cccc2ccccc12
  -6% | -1 | 2.6% | -14% | 0 | -2 | 0% | 4 | 10
CC(=O)N(Cc1ccccc1)Cc1cn(CCC#N)nc1-c1cccc([N+](=O)[O-])c1
  -5% | -5 | 4.6% | 0% | nt | -6 | 4% | 0 | 5
CCN(CC)CCCCCOc1ccccc1OC
  -3% | -3 | -0.1% | 3% | -4 | -2 | -5% | 6 | -3
CCOC(=O)c1sc(NC(=O)CS(=O)(=O)c2ccc(C)cc2)nc1C
  -1% | 0 | -1.4% | -4% | 6 | nt | 5% | 2 | 9
O=C(C[n+]1ccccc1)N1CCCc2ccccc21
  0% | -2 | 0.4% | 2% | 22 | 2 | 0% | 3 | -7
O=C(NCCN1CCN(Cc2ccccc2)CC1)C1CC(=O)N(C2CCCC2)C1 (centres undefined)
  -1% | 0 | 3.1% | 1% | 18 | -6 | -5% | 1 | 0
Cc1nc2ccc(NC(=O)COc3ccccc3[N+](=O)[O-])cc2s1
  0% | -3 | -0.1% | -1% | -6 | 0 | 4% | 3 | 3
O=C(CN(c1cccc([N+](=O)[O-])c1)S(=O)(=O)c1ccccc1)NCc1ccccc1
  -4% | -1 | -0.7% | -1% | 3 | 3 | 5% | 3 | 1
CC(=O)Oc1ccc2c(C)cc(=O)[nH]c2c1
  -3% | -3 | 3.1% | 1% | 0 | -2 | -10% | 2 | 5
COCCNC(=O)C(c1cccs1)N(Cc1cccs1)C(=O)Cn1nnc2ccccc21 (centres undefined)
  -1% | 0 | 1.7% | 8% | 22 | 8 | 11% | 9 | 21
CC(C)Cc1nnc(NC(=O)c2ccc([N+](=O)[O-])cc2)s1
  10% | -1 | -0.3% | 2% | 3 | 3 | -10% | 0 | 7
O=c1nccc(NCc2ccco2)[nH]1
  -2%&-5% | -1&-6 | 2.3% | 1%&0% | 2 | -6 | -1% | 2 | 10
Cc1cc(Nc2ccccc2)n(-c2nc3ccccc3[nH]2)n1
  2% | -2 | 0.1% | -13% | 8 | 5 | -2% | 2 | 3
CC(C)c1noc(-c2ccccc2OCC(=O)Nc2cccc([N+](=O)[O-])c2)n1
  1% | -10 | -1.9% | 1% | -19 | -2 | -5% | -2 | 1
CCOc1cc(C2Nc3ccccc3NC3=C2C(=O)CC(C)(C)C3)ccc1OC(C)=O (centres undefined)
  -5% | 0 | 2.0% | 3% | 10 | -5 | -1% | 3 | 10
CC(=O)Nc1c(C(=O)NCc2ccccc2)nnn1Cc1ccccc1
  -4% | 0 | 3.6% | 2% | -6 | 1 | -2% | 3 | 3
COc1ccc(CCNC(=O)C2CCCN(Cc3nc(-c4cccc(Cl)c4)oc3C)C2)cc1OC (centres undefined)
  -5% | -9 | 0.0% | -5% | -26 | -1 | -7% | 20 | -18
COc1ccccc1N1CCN(C(=O)C2=CC=CN3CCS(=O)(=O)N=C23)CC1
  -5% | -1 | 1.3% | 0% | 15 | -6 | 1% | 4 | -7
COC(=O)c1ccc(CSc2cc(C)c3cc(C)cc(C)c3n2)o1
  -3% | -9 | 5.5% | -23% | 1 | -2 | ? | 11 | 0
Cn1c(=O)c2c(-c3ccccc3)n(-c3ccccc3N)cc2n(C)c1=O
  -3% | 7 | nt | -2% | nt | nt | -1% | nt | nt

6 structures out of the list, ordered by formula weight, ascending:
Value order: GRP78 ERSR act | LDHA inh | RXFP1 ag | Vif-A3G inh | D1 antag | D1 potentiator | Vif-A3F inh | D1 ag | D2 PAM
O=c1nccc(NCc2ccco2)[nH]1
  -2%&-5% | -1&-6 | 2.3% | 1%&0% | 2 | -6 | -1% | 2 | 10
CC(=O)Oc1ccc2c(C)cc(=O)[nH]c2c1
  -3% | -3 | 3.1% | 1% | 0 | -2 | -10% | 2 | 5
CC(=O)Nc1c(C(=O)NCc2ccccc2)nnn1Cc1ccccc1
  -4% | 0 | 3.6% | 2% | -6 | 1 | -2% | 3 | 3
CCOC(=O)c1sc(NC(=O)CS(=O)(=O)c2ccc(C)cc2)nc1C
  -1% | 0 | -1.4% | -4% | 6 | nt | 5% | 2 | 9
O=C(CN(c1cccc([N+](=O)[O-])c1)S(=O)(=O)c1ccccc1)NCc1ccccc1
  -4% | -1 | -0.7% | -1% | 3 | 3 | 5% | 3 | 1
COCCNC(=O)C(c1cccs1)N(Cc1cccs1)C(=O)Cn1nnc2ccccc21 (centres undefined)
  -1% | 0 | 1.7% | 8% | 22 | 8 | 11% | 9 | 21

Compound activity: PubChem BioAssay, National Center for Advancing Translational Sciences (NCATS)
